Source: PubChem BioAssay (National Center for Advancing Translational Sciences (NCATS))
p53 reactivator: restores transcriptional activity of mutant p53; H1299 p53-A138V BP100-luciferase reporter, luminescence, 24 h; Potency, µM (titrated, usually from 92.2 µM), for inactives: top-dose activity change, positive = activation, actives largely listed as activators; 320,000 tested, 0.063% active; also: potency is read from the fitted curve at half-maximal effect; % of control where 0% means no effect; nearly all actives have a fitted effect of over 45% in size
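p53-null H1299 cells stably carrying temperature-sensitive p53-A138V and a BP100-luciferase reporter were pinned with compounds (4-point, 1:5 series) and held 24 hrs at 37 deg C. Luminescence was read 10 min after detection reagent.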
Eya2 phos inh: blocks the phosphatase activity of human Eya2 | O00167 | recombinant Eya2, OMFP fluorescence dephosphorylation (OMFP is methylfluorescein phosphate) | Potency, µM (series often up to 76.9 µM), for the others: top-dose activity, negative = inhibition, actives largely listed as inhibitors | 330,000 tested, 0.006% active | AID 488837; also: potency is read from the fitted curve at half-maximal effect; % is scaled to controls: 0 for no effect and ±100 for the full control effect
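Eya2 protein (added as 0.2 uM solution) was preincubated with compound for 10 min at ambient temperature in 50 mM HEPES pH 7.5, 50 mM NaCl, 5 uM MgCl2, 0.05% BSA, 1 mM DTT. OMFP (added at 50 uM) then reacted 10 min; fluorescence read at 485/525 nm.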
TRPV1 agonist: agonists of human vanilloid receptor 1 (TRPV1); Q8NER1; TRPV1-expressing cells, Fluo-8 calcium influx, agonist mode; 320,000 tested, 0.19% active; activation, % at 8.33 µM; in the data active = activation above about 80%; inconclusive = between about 30% and that limit; also: 0% is about no effect
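Fluo-8 calcium influx in TRPV1-expressing cells, kinetic read (ex 480/em 520 nm). Compound added and read 3 min for agonist activity, followed by capsaicin at EC20 final and 2 min further read for enhancement.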
USP2a block: USP2a (human) protease inhibition; USP2 core, Ub-CHOP2 coupled fluorogenic reporter, 485/531; Potency, µM (doses to about 38.3 µM), for the others: at the highest dose activity change, negative = inhibition, hits mostly inhibitors; 330,000 tested, 0.01% active;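 also: potency is read from the fitted curve at half-maximal effect; plate controls were DMSO wells for no effect and full inhibition by NEM control for full effect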
Target sequence (O75604 whole entry, looked up): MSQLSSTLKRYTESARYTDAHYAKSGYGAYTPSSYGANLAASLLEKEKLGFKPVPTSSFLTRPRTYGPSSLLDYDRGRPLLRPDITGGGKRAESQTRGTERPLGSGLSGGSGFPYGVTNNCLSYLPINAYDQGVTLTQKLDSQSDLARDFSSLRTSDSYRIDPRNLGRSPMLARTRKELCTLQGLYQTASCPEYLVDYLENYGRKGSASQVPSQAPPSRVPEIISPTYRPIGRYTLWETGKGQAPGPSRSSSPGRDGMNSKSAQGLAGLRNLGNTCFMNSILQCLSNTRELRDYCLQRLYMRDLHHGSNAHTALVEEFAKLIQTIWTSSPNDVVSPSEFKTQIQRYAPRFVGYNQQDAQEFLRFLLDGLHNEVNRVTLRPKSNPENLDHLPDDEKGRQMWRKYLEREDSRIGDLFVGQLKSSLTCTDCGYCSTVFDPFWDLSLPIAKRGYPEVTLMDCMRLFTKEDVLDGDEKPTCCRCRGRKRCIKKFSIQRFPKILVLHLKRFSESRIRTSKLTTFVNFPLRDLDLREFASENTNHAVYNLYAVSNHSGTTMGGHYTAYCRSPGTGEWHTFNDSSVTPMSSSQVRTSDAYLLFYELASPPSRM
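Cell-free coupled assay: 10nM USP2 core preincubated 30min RT with compound in Tris-HCl pH 8.0/CaCl2/CHAPS buffer, then 25nM Ub-CHOP2 and 25nM reporter substrate; fluorescence (Ex 485/Em 531) read after 60min RT, normalized to NEM inhibition, concentration-response curves fitted.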
uPA surface inh: blocks generation of uPA at the cell surface; cell surface uPA generation assay, qHTS; Potency, µM (doses to about 38.3 µM), inactives show at the highest dose activity change, negative = inhibition, hits mostly inhibitors; 330,000 tested, 0.31% active; AID 540303; active = well fitted inhibition curve with a large enough effect; inconclusive = small, poorly fitted or top-dose-only effect; inactive = no such curve, though single readings can be large or run the other way; tested in mouse RAW 264.7 cells; also: potency is read from the fitted curve at half-maximal effect; % is scaled to controls: 0 for no effect and ±100 for the full control effect; nearly all actives have a fitted effect of over 55% in size
BRCA1 expr act: activators of BRCA1 expression | MCF7-BRCA1-FFLuc reporter, luminescence, 48 h; response scale: scaled: vehicle 0%, 10 µM genistein 100% | Potency, µM (highest dose often 46.1 µM), without a hit: at the top dose activation, actives largely listed as activators | 380,000 tested, 1.1% active | AID 624202; also: potency is read from the fitted curve at half-maximal effect; nearly all actives have a fitted effect of over 80% in size; some results filed as inactive show a strong effect at the top dose
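MCF7-BRCA1-FFLuc cells, 2000/well in phenol-red-free MEM, attached 2 h then treated 48 h at 37 C. Luciferase luminescence read 15 min after reagent; normalized to genistein maximum activation (10microM) and DMSO, concentration-response fitted.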
a7 integrin act: activators of alpha7 integrin expression for muscular dystrophy. 350,000 tested, 0.064% active. AID 624291. Potency, µM (doses to about 38.3 µM), without a hit: at the top dose activation, usual class: activators. alpha7betagal myoblasts, beta-gal FDG fluorescence, 48 h;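 also: potency is read from the fitted curve at half-maximal effect; 100% = response of the positive control SU9516; nearly all actives have a fitted effect of over 60% in size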
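Alpha7betagal+/- myoblasts (passage 13) were plated 16-24 hr, then exposed to compounds (1:260 dilution of DMSO stock) for 48 hours at 37C. After MPER lysis, β-galactosidase reporter activity was read as FDG fluorescence (ex 480/em 540) after 30 minutes.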
B2AR arrestin: recruits beta-arrestin to the human beta2-adrenergic receptor | P07550 | beta-arrestin recruitment to beta2AR, cell-based reporter | Potency, µM (top dose mostly 46.1 µM), for inactives: at the top dose activation, usual class: activators | 330,000 tested, 0.02% active;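 also: potency is read from the fitted curve at half-maximal effect; 0% = DMSO controls and full agonism = EC100 isoproterenol or metaproterenol; nearly all actives have a fitted effect of over 65% in size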
ELG1 genotoxic: induces genotoxicity in HEK293T cells with luciferase-tagged ELG1. HEK293T ELG1-luciferase reporter, luminescence, 16 h. Potency, µM (doses to about 46 µM), for inactives: at the top dose activity change, positive = activation, hits mostly activators. 330,000 tested, 1.3% active; also: potency is read from the fitted curve at half-maximal effect; % of control where 0% means no effect; nearly all actives have a fitted effect of over 60% in size
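Quantitative HTS format in 1536-well plates. HEK293T ELG1-luciferase reporter cells receive test compound and are incubated 16 hr at 37 °C, 5% CO2; ONE-Glo added, 30 min room temperature, then luminescence read.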
TSG101-PTAP inh: blocks PTAP/TSG101 interaction to inhibit HIV-1 budding. AID 493005. Q99816. Potency, µM (doses to about 115 µM), without a hit: top-dose activity change, negative = inhibition, actives largely listed as inhibitors. Fluorescence polarization, FITC-PTAP peptide / Tsg101 binding. 340,000 tested, under 10 active; active = well fitted inhibition curve with a large enough effect in the main read-out, with a control signal flat, not every such curve was filed as active; inconclusive = small, poorly fitted or top-dose-only effect, or effect the other way, or a change in a side signal; inactive = no such curve, though single readings can be large or run the other way; also: potency is read from the fitted curve at half-maximal effect; % of control where 0% means no effect
Target sequence (Q99816 whole entry, looked up): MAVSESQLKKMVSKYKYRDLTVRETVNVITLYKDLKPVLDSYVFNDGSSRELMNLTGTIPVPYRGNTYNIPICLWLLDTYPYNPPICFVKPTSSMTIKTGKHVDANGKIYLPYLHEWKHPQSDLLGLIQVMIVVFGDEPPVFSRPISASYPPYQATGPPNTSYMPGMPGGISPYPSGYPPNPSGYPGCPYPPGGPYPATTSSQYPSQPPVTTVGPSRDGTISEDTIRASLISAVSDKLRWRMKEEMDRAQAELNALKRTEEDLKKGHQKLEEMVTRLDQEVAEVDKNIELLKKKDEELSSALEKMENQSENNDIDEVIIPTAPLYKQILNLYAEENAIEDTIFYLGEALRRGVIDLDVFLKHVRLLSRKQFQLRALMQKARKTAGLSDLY
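Compounds were pin-transferred onto Tsg101 binding domain (10 uM final) in HEPES pH 7.5 buffer, then FITC-PTAP peptide was added at 50 nM final. After 20 min at RT, polarization reported peptide displacement across a qHTS concentration series.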
ASM inhibitor: blocks human secretory acid sphingomyelinase. placental ASM, HMU-PC fluorogenic substrate, 60 min. P17405. Potency, µM (series often up to 57.5 µM), inactives show top-dose activity change, negative = inhibition, hits mostly inhibitors. 340,000 tested, 0.006% active; also: potency is read from the fitted curve at half-maximal effect
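Human placenta-derived ASM preincubated with compound 10 min at room temperature, then reacted with 9 uM (final) fluorogenic HMU-PC substrate for 60 min at 37 C. Stop solution raises pH to 10; fluorescence read at Ex 386/Em 447 nm.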
The depositor's hits bear a star; ? = inconclusive; nt = no result given; [ ] = another dose, or the depositor's remark. Unless noted, calls follow the shape of the dose curve; as a rule, active = well fitted curve in the direction sought with a large enough effect; inconclusive = small, poorly fitted or top-dose-only effect, or another doubt; inactive = no such curve, though single readings can be large; an effect the other way counts as inactive or inconclusive.

mol	p53 reactivator	Eya2 phos inh	TRPV1 agonist	USP2a block	uPA surface inh	BRCA1 expr act	a7 integrin act	B2AR arrestin	ELG1 genotoxic	TSG101-PTAP inh	ASM inhibitor
COc1cc2c(cc1OC)CN(CC(=O)Nc1ccc(C)c(S(=O)(=O)N3CCOCC3)c1)CC2	-2%	6%	?	1%	3%	-8%	-21%	-0.3%	-4%	1%	0%
CC(C)OC(=O)CSc1nc(N2CCOCC2)c2c(c1C#N)CC(C)(C)OC2	-5%	4%	?	1%	0%	-35%	-23%	0.3%	0%	-4%	3%
Cc1ccc(CNC(=O)C2CC(c3ccc([N+](=O)[O-])cc3)=NO2)cc1 (stereo not given)	24%	-25%	14	3%	11%	3%	-11%	-0.1%	1%	-1%	-2%
CCOc1ccccc1CNC(=O)CCCC(=O)n1nc(C)c2ccccc21	2%	2%	7	-2%	11%	16%	43%	-0.8%	-2%	-4%	-2%
O=C1CCCC(O)=C1N=Nc1ccc2c(c1)OCO2	?	-21%	1	0%	-3%	?	-7%	0.0%	16µM*	4%	-7%
CCOc1ccc(CCNC(=O)c2ccc(CNS(=O)(=O)c3ccccc3)cc2)cc1OCC	-8%	7%	-1	-30%	-6%	-43%	-19%	0.1%	-10%	0%	-2%
COc1cc(C(=O)NCC(c2cccs2)N2CCOCC2)cc(OC)c1OC (stereo not given)	-10%	-7%	3	-1%	4%	-7%	17%	0.2%	2%	0%	5%
CCn1c(C)nnc1SCC(=O)NC1CCCC1	5%	18%	-1	3%	0%	8%	18%	0.1%	1%	-1%	-2%
COc1ccc2c(c1)CC[C@@H]1[C@@H]2CC[C@]2(C)C(=O)CC[C@@H]12	-2%	-5%	1	-1%	23%	0%	nt	-0.4%	6%	2%	0%
CN(C)S(=O)(=O)N(CC(=O)N1CCN(c2ccccc2F)CC1)c1ccccc1	-2%	-2%	0	0%	-5%	6%	-1%	0.9%	1%	-1%	9%
Cc1ccc(-c2noc(COc3ccc4c(c3)OCO4)n2)cc1	17%	4%	-3	4%	2%	17%	2%	-0.9%	11%	0%	6%
CN(CCc1ccccc1)C(=O)c1ccc(NC(=O)Cc2cccc(NC(=O)C3CCN(C(=O)c4ccccc4)CC3)c2)cc1	nt	nt	nt	nt	15%	0%	-11%	nt	nt	-6%	-3%
C1COCCNCCOCCOCCOCCN1	1%	7%	0	2%	-4%	-3%	-1%	-0.3%	0%	0%	1%
COc1cc(C(=O)C(O)c2ccc(O)c(OC)c2)ccc1O (stereo not given)	nt	nt	nt	nt	4%	-2%	20%	nt	nt	1%	0%
Cc1csc(C(C#N)C(=O)c2cc3ccccc3o2)n1 (stereo not given)	4%	24%	0	-1%	?	?	13%	-0.4%	?	-5%	-15%
COc1ccc(OC)c(NC(=O)Nc2ccc(Cl)cc2)c1	2%	-8%	1	-1%	-2%	45%	21%	-0.1%	-2%	-8%	-5%
CC(=O)C1=C(C)NC(=O)CC1c1ccccc1Cl (stereo not given)	2%	4%	-1	8%	-4%	16%	7%	-0.9%	9%	-1%	0%
Cc1ccc2cc(CCNC(=O)c3cccs3)c(=O)[nH]c2c1	?	0%	-3	4%	-3%	?	9%	-0.5%	?	1%	-5%
Cc1cccc(C)c1NC(=O)CSc1nnc(-c2ccoc2C)n1CCc1ccccc1	-1%	-3%	4	2%	4%	-8%	-7%	-1.1%	-9%	-5%	1%
COc1ccccc1-c1nnc(SCC(=O)NC2CCCCC2)n1C	-3%	-2%	-1	-1%	1%	-8%	8%	0.0%	0%	-3%	1%
CCOC(=O)c1c(NC(=O)C(F)(OC)C(F)(F)F)sc2c1CCN(C)C2 (stereo not given)	8%	-1%	nt	0%	-7%	-12%	-1%	-0.2%	0%	-12%	81%[activator]
COc1ccc2oc(C)c(NC(C)=O)c2c1	5%	3%	-2	2%	1%	7%	9%	-0.1%	-4%	-5%	4%
COc1ccc(OCc2cc(C(=O)N(C)CC3CCCCO3)no2)c(Cl)c1 (stereo not given)	15%	-18%	30	1%	-1%	90%	0%	0.5%	?	1%	3%
CC1NC(=O)c2ccccc2-n2c1nc1cc(F)ccc1c2=O (stereo not given)	-14%	-11%	0	1%	nt	nt	nt	0.2%	5%	nt	nt
O=C(Nc1nnc(-c2ccccc2)o1)Nc1ccc(F)cc1F	2%	-3%	-3	13%	9%	6%	-10%	-0.3%	5%	0%	3%
Cc1csc(NC(=O)C2CCN(S(=O)(=O)c3ccccc3)CC2)n1	-4%	0%	0	-1%	5%	-14%	-6%	-0.1%	0%	0%	-2%
S=c1[nH]nc(-c2n[nH]c3c2CCC3)n1/N=C/C=C/c1ccco1	3%	20%	nt	3%	-2%	-18%	?	-0.7%	1%	0%	-3%
Cc1ccc(C2/C(=C(\O)c3cnn(-c4ccccc4)c3C)C(=O)C(=O)N2CCN(C)C)o1 (stereo not given)	-10%	-4%	2	4%	5%	?	-13%	0.4%	0%	-3%	2%
CCC(=O)N1CCc2cc(Br)c(S(=O)(=O)CCC(=O)NCCc3ccccc3)cc21	nt	nt	nt	nt	3%	-17%	25%	nt	nt	-5%	-3%
CN(CC(CC(=O)Nc1nncs1)c1ccccc1)S(=O)(=O)c1ccccc1 (stereo not given)	0%	-2%	-4	-1%	12%	-5%	-27%	-0.8%	-1%	-1%	2%
Cc1ccc(NC(=O)C2CCCO2)c(Br)c1 (stereo not given)	nt	nt	nt	nt	1%	79%	?	nt	nt	-3%	7%
Cc1nc2c3ccccc3n(Cc3ccccc3F)c2s1	-7%	-6%	-3	1%	?	-31%	-18%	-0.4%	-2%	-7%	-3%
CC(=Nc1ccccc1)C1=C(O)CSC1=O	10%	-6%	-6	-1%	-21%	71%	-42%	-0.1%	?	0%	5%
Nc1cc2c3c(cccc3c1)C(=O)N(CCN1CCCC1)C2=O	0%	-3%	11	4%	-20%	-78%	-59%[inhibitor]	-0.8%	?	-25%	-9%
O=C(C[C@H]1C[C@H](C(=O)N2CCOCC2)[C@@]2(CCC3CCCC3)c3[nH]c4cc(-c5ccco5)ccc4c3CCN2C1=O)NCCN1CCOCC1	5%	-7%	nt	3%	?	-30%	-36%	-0.4%	1%	-15%	3%
O=[N+]([O-])c1ccc(N2CCN(S(=O)(=O)Cc3ccccc3)CC2)cc1N1CCOCC1	9%	16%	4	0%	-7%	-48%	-23%	-0.2%	-6%	-4%	-17%
COc1cc2nc(CN3CCOCC3)n(CC(=O)NCC(F)(F)F)c(=O)c2cc1OC	5%	0%	-3	-1%	-1%	10%	-1%	-0.2%	1%	-1%	1%
CSCCC(NS(=O)(=O)c1ccc(Cl)c(Cl)c1)C(=O)O (stereo not given)	1%	14%	0	1%	6%	1%	-23%	-1.1%	0%	-2%	4%
COc1ccc(CN2CCN(Cc3cccc(OC)c3)C(CCO)C2)cc1 (stereo not given)	-2%	-16%	0	0%	-1%	-27%	10%	-0.4%	-3%	-3%	3%
COC(=O)C1=C(C)N(c2cccc(C)c2)C(=O)/C1=C\c1cccs1	0%	?	10	-1%	-10%	1%	-31%	-0.4%	-3%	-3%	-18%
C#CCNC(=O)C1=C[C@@H](c2coc3ccccc3c2=O)[C@H](CCCO)[C@@H](OCC)O1	-2%	7%	-2	1%	1%	2%	17%	-0.6%	7%	nt	6%
CCn1c(CCCCc2n[nH]c(=S)n2CC)n[nH]c1=S	-4%	-20%	-2	2%	2%	-17%	6%	0.0%	0%	-13%	5%
Cn1c(C(=O)N2CCC(C(=O)N3CCOCC3)CC2)cc2sccc21	2%	10%	7	2%	22%	-4%	16%	-0.6%	1%	2%	3%
COc1ccc2ccccc2c1-c1sc(Nc2ccccc2)n[n+]1-c1ccc(F)cc1	nt	-2%	-1	1%	?	-52%	-46%	-0.7%	-8%	-2%	-18%
